Compound activity as filed in PubChem.
MazF activator – activators of E. coli MazEF toxin-antitoxin RNase; P0AE70; FAM/BHQ RNA-DNA oligo cleavage fluorescence, 5 h; AID 504720; activation, % at 20 µM; 0.32% of 350,000 active; in the data active means activation above about 50%
Target sequence (P0AE70 whole entry, looked up): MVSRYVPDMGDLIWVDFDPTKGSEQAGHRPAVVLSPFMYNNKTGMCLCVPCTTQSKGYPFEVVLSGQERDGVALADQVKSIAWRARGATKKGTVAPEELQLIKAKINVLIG
FBA Mtb inh – inhibits M. tuberculosis FBA enzyme; 2.3% of 360,000 active; purified M. tuberculosis FBA, fluorescence read-out; P9WQA3; inhibition, % at 1 µM; in the data active means inhibition above about 27%;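 further: 0% = vehicle and 100% = reference inhibitor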
PrPC TRFRET – inhibitors of human cell surface prion protein PrPC; AID 720596; TR-FRET read-out; 0.43% of 370,000 active; inhibition, % at 13.8 µM; in the data active means inhibition above about 24%; further: 0% = median of the test wells and 100% = reference compound wells
Rv3671c inh – inhibitors of M. tuberculosis serine protease Rv3671c | P9WHR9 | inhibition, % at 5.96 µM | 0.048% of 320,000 active; in the data active means inhibition above about 38%;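 further: extracellular domain of Rv3671c used as enzyme; 0% = enzyme with DMSO and 100% = no enzyme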
Target sequence (P9WHR9 whole entry, looked up, the tested form may be a part): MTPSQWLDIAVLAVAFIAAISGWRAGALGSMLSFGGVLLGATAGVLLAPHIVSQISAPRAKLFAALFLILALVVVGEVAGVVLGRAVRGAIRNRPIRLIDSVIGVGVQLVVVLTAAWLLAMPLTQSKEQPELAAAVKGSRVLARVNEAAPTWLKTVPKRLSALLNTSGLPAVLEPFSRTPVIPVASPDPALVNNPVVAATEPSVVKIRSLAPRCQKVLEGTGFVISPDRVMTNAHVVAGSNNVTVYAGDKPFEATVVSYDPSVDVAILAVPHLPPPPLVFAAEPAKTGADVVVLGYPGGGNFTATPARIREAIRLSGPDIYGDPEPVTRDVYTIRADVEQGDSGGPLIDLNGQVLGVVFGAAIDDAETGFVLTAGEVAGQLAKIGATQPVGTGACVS
FadD28 binding – inhibitors of Mycobacterium tuberculosis FadD28 bisubstrate binding; inhibition, % at 12.5 µM; AID 588549; FadD28 bisubstrate probe binding, fluorescence polarization; 0.22% of 360,000 active; in the data active means inhibition above about 8.5%, passing the limit was not always enough
UGM FP inh – blocks M. tuberculosis UGM enzyme; P9WIQ1; 0.06% of 320,000 active; purified UGM, fluorescence polarization probe displacement; inhibition, % at 10 µM; in the data active means inhibition above about 10%, passing the limit was not always enough
Target sequence (P9WIQ1 whole entry, looked up): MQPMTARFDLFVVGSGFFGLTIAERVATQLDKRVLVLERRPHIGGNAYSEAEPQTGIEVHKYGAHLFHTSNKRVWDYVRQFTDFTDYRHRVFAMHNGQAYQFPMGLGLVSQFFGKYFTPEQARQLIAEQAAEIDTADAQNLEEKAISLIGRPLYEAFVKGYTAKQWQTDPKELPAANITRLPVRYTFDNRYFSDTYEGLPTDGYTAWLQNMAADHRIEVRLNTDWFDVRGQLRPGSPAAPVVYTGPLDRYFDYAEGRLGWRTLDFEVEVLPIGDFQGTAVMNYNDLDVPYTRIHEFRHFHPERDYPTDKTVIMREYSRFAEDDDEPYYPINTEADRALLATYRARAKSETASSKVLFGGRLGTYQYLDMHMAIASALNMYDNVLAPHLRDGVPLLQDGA
BoNT-F LC inh – BoNT F light chain protease inhibition. 0.22% of 360,000 active. Multiplex microsphere protease cleavage assay, flow cytometry. inhibition, % at 10 µM; in the data active means inhibition above about 35%, passing the limit was not always enough; further: plate controls were buffer without enzyme for full effect and enzyme alone for no effect
BioA inh – inhibitors of Mycobacterium tuberculosis BioA enzyme; AID 602481; 0.096% of 360,000 active; inhibition, % at 9.99 µM; purified M. tuberculosis BioA enzyme, plate reader; in the data active means inhibition above about 40%
GDH-TPI counter – inhibits GDH-TPI coupling enzymes, artifact for Mtb FBA screen; GDH-TPI coupled enzyme counterscreen, NADH absorbance; inhibition, % at 4.8 µM; 1.2% of 360,000 active; in the data active means inhibition above about 30%;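 further: 0% = DMSO wells and 100% = wells lacking the enzyme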
Active calls of the source: *; nt = not tested or not shown; + = active, no number.

SMILES	MazF activator	FBA Mtb inh	PrPC TRFRET	Rv3671c inh	FadD28 binding	UGM FP inh	BoNT-F LC inh	BioA inh	GDH-TPI counter
CC12CCC(C(=O)Nc3cccc(Cl)c3Cl)([C@H](Br)C1=O)C2(C)C (stereo partly specified)	7.9	113.1*	-11.0	-3.5	-0.3	1.8	0.6	nt	0.0
C[C@]12CCC3C(CC[C@H]4C[C@H](O)CC[C@]34C)C1C[C@@H](O)[C@@H]2O (stereo partly specified)	4.7	-1.6	-9.8	-1.1	-1.9	0.0	0.2	3.2	-4.3
CC(C)(C)NC(=O)CN(C(=O)C(=O)Nc1ccc2c(c1)OCCO2)N1CCOCC1	10.0	0.6	4.1	-5.7	-0.9	0.5	6.5	-1.3	-2.3
CCOc1ccc(-n2c(C)c(C(C)=O)c3cc(OC(C)=O)ccc32)cc1	4.5	-0.3	0.8	2.1	0.3	2.5	-7.5	-2.7	8.9
Cc1cc(C)n(-c2nc3c(c(=O)[nH]c(=O)n3C)n2CC(O)COc2ccc(Cl)cc2Cl)n1 (stereo unspecified)	26.0	-2.5	3.6	-1.9	-1.2	1.8	4.9	-3.3	4.2
COc1cc(CNCCc2ccccc2F)ccc1OCC(=O)N1CCCCC1	1.0	-6.8	-7.3	-9.3	-4.1	-3.6	-1.4	0.1	-1.2
Cc1cc(NS(=O)(=O)c2ccc(NC(=O)Nc3cccc(C(F)(F)F)c3)cc2)no1	2.2	-1.7	8.8	-31.4	-16.4	1.1	-8.6	4.7	-1.5
Cc1nc(Cc2nnc(SCC(=O)N3c4ccccc4NC(=O)C3(C)C)o2)cs1	4.5	0.8	-0.9	nt	-1.3	nt	1.2	0.2	8.2
CC1CC(N(C(=O)c2ccc(Cl)cc2)c2ccccc2)c2ccccc2N1C(=O)c1ccco1 (stereo unspecified)	7.6	-1.1	24.5*	0.7	-6.3	-3.2	-7.1	0.2	0.0
O=C(Cc1ccccc1Cl)N1CCOCC1	5.3	2.5	4.1	-3.9	0.0	2.2	-4.2	-0.3	0.7
CCCCn1cnc2c1c(=O)[nH]c(=O)n2CCCC	8.7	6.8	0.8	-6.5	0.5	4.1	-15.3	0.5	-2.3
CCc1ccc(N2CC(C(=O)NC3=NCCS3)CC2=O)cc1 (stereo unspecified)	8.1	4.6	4.4	1.9	-0.2	4.0	1.8	-1.3	4.4
CCCCCCCNC(=O)C1(CC2CC(c3ccc(Cl)cc3)=NO2)CCN(C(=O)c2ccccc2)CC1 (stereo unspecified)	0.7	0.4	-3.8	-3.8	-0.1	1.1	10.5	-0.7	7.7
CC(C)CNC(=O)C1(C)CCN1C(=O)c1ccc(C(C)(C)C)cc1 (stereo unspecified)	nt	1.5	12.5	nt	-0.7	nt	-0.6	-1.8	10.1
CC12COC3(C(=O)Nc4cccnc4)CC1CCC32C (stereo unspecified)	-5.2	1.6	0.5	4.3	-2.2	-0.7	-15.0	0.7	-2.6
CCC(C(=O)NC(C)(C)C)N(C(=O)Cn1nnc(-c2ccccc2F)n1)c1cnc2ccccc2c1 (stereo unspecified)	-0.5	0.8	0.0	-1.7	-0.3	-1.3	-3.4	nt	-4.5
CCOC(=O)c1c(-c2ccccc2)oc2ccc(OCC(=O)NN)cc12	1.5	58.4*	-1.5	-4.4	-1.8	-0.7	-26.7	-2.3	21.4
COc1ccc2[nH]c(C(=O)Nc3ccccc3Cl)cc2c1	5.3	nt	-1.4	-16.7	nt	0.3	nt	nt	nt
CCCCn1c(Nc2ccc(OC)cc2)nc2ccccc21	13.7	3.1	7.7	-10.7	1.3	0.2	6.0	-2.0	4.4
C=CCC[C@H](Cc1ccc(F)cc1)C(=O)OC[C@H](Cc1c[nH]c2ccccc12)NC(=O)[C@@H](CC=C)CC(=O)N(CCO)Cc1ccccc1	0.5	-1.6	8.2	-4.5	-0.5	0.5	3.2	-3.4	12.3
Cc1ccccc1C(=O)Nc1ccccc1C(=O)N1CCC(C)CC1	7.2	4.6	8.1	7.0	1.8	1.9	3.4	-1.4	5.3
O=C(C(Cl)c1ccccc1)N1CCCC1 (stereo unspecified)	6.0	1.5	-8.1	-5.6	0.4	-0.4	-6.1	-3.4	3.9
CCOC(=O)N1CCN(C(=O)c2cc3cc(Cl)ccc3[nH]2)CC1	-1.0	1.0	-15.6	nt	-3.5	2.3	-3.6	-1.4	5.5
Cc1nc(Cl)sc1C(=O)Nc1ccc(Cl)cc1	0.1	-0.6	5.7	-1.6	-4.7	-0.4	-2.5	5.2	-3.7
COc1ccc(C(=O)COc2nc(C)cc(C)c2C#N)cc1	2.4	-3.4	-8.5	12.0	-4.2	-1.8	-7.3	0.7	-1.6
CCCC(O)(c1ccc(OC)cc1)C(CN1CCOCC1)c1ccc(Cl)cc1 (stereo unspecified)	5.7	15.6	-5.1	-2.7	0.0	1.0	0.6	-0.5	2.0
COc1ccc2c(Cl)c(C(=O)N/N=C/c3c(C)[nH]c4ccccc34)sc2c1	-11.6	1.8	9.5	10.5	0.8	-0.4	-8.5	-3.7	22.2
O=C(Nc1nncs1)c1ccc(Br)c(S(=O)(=O)N2CCCC2)c1	-6.1	-3.8	-1.0	-1.1	2.9	-1.0	-2.4	-1.6	19.6
CC(OC(=O)CC1Sc2ccccc2NC1=O)C(=O)N(C)Cc1ccccc1 (stereo unspecified)	3.6	2.6	6.2	nt	-0.4	nt	-6.3	-1.4	1.4
COc1cc(/C=C/C(=O)/C=C(O)/C=C/c2ccc(O)c(OC)c2)ccc1O	-35.2	-12.9	-1.5	18.4	-2.3	-6.9	-0.7	0.7	8.8
CCN(CC)Cc1c(O)ccc2occ(C(=O)c3ccc(OC)cc3)c12	9.2	3.3	-2.5	6.5	-2.4	-1.1	-9.9	-0.6	14.5
CCN(c1ccccc1)S(=O)(=O)c1ccc(OC)c(NC(=O)CN(C)C)c1	-3.6	8.5	-4.1	6.5	-1.7	-0.3	0.8	nt	13.0
Cc1ccc(N2C(=N)/C(=C3/Nc4ccccc4S3)C(c3ccccc3)C2=O)cc1 (stereo unspecified)	0.4	2.7	-4.0	-5.7	0.7	1.8	-6.4	nt	10.1
COc1cc(/C=N/N2C(=O)C3C4C=CC(CC4)C3C2=O)ccc1O (stereo unspecified)	-3.9	-2.9	5.8	6.2	-0.2	-0.2	-2.7	nt	23.3
CC(C)CCN1CCC(n2nccc2NC(=O)c2ccc3c(c2)OCO3)CC1	6.3	1.0	-6.1	7.3	0.9	-4.3	5.5	-0.9	-3.7
Cc1cccc(/C=C2/SC(=O)N(Cc3ccccc3Cl)C2=O)n1	-1.5	-5.3	5.2	-4.4	-2.1	1.8	5.6	-0.7	-8.2
COC(=O)c1cccc(NC(=S)Nc2cc(Cl)ccc2OC)c1	4.9	8.7	-2.9	-9.1	0.0	2.2	-3.9	nt	3.2
COc1ccc(S(=O)(=O)N(CC(=O)Nc2ccc3c(c2)OCO3)c2ccccc2OC)cc1	0.6	0.7	-1.9	2.2	-0.3	-1.1	2.4	-1.2	-1.4
O=C1NC[C@H](Cc2ccccc2)N(C[C@@H]2CCCN2C[C@H](Cc2ccccc2)N2C[C@H](Cc3ccccc3)N(CC3CCCCC3)C(=O)C2=O)C1=O	nt	0.7	1.0	nt	-5.3	nt	-2.3	2.0	nt
Cc1ccc(NC(=O)C2=CCN(S(=O)(=O)c3ccc(F)cc3)CC2)c(C)c1	12.1	-1.7	1.9	-0.8	-0.5	0.3	-5.7	-0.4	1.4
O=C(CNC(=O)c1n[nH]c2ccccc12)Nc1ccc(F)c(F)c1F	-2.5	0.8	-1.5	-12.0	-3.4	0.9	3.7	-1.7	21.0
CCCCNC(=O)CC(NS(=O)(=O)c1ccc(C)cc1)c1ccco1 (stereo unspecified)	-1.9	-1.9	-1.0	2.2	-1.9	-0.4	-2.0	-0.6	5.5
COc1ccc(S(=O)(=O)N2CCCCCC2)cc1C(=O)OCC(=O)NC(N)=O	-3.1	1.0	-7.6	3.4	0.7	-0.7	7.5	1.2	9.2
CCC(C)N1CCN(C(=O)COc2ccc3ccccc3c2)CC1 (stereo unspecified)	0.9	1.4	1.1	0.5	nt	-1.1	-2.9	-0.4	2.2
CCNc1cc2oc(=O)c(CN3CCOCC3)c(C)c2cc1C	5.4	+	-2.9	0.8	-4.2	0.0	-8.1	-0.8	20.5
O=S(=O)(c1cc(C(F)(F)F)ccc1Cl)N1CCN(c2ccccn2)CC1	-0.6	7.4	8.6	10.5	0.6	3.9	1.7	-2.4	10.1
CC1(OCON)CCCc2ccccc21 (stereo unspecified)	2.9	-2.1	3.7	-13.5	-1.0	4.4	5.2	-0.1	3.1
O=C(Nc1ccc(S(=O)(=O)NCC2CCCO2)cc1)c1ccc(Cl)cc1[N+](=O)[O-] (stereo unspecified)	1.5	0.4	-18.9	-17.4	0.5	-1.0	7.0	nt	-6.1
Cc1cc(-c2ccco2)n(CC(=O)NCc2ccco2)n1	9.3	0.8	-1.4	-6.2	-3.0	-1.9	-2.2	-0.8	7.1
CCCOc1ccc(C(=O)Nc2nc(C)c(Cc3ccc4c(c3)OCO4)s2)cc1	-12.1	6.3	1.1	-1.3	-1.5	1.2	4.4	-4.7	14.8

Molecules listed so far containing four or more nitrogen atoms (ten):
SMILES	MazF activator	FBA Mtb inh	PrPC TRFRET	Rv3671c inh	FadD28 binding	UGM FP inh	BoNT-F LC inh	BioA inh	GDH-TPI counter
CC(C)(C)NC(=O)CN(C(=O)C(=O)Nc1ccc2c(c1)OCCO2)N1CCOCC1	10.0	0.6	4.1	-5.7	-0.9	0.5	6.5	-1.3	-2.3
Cc1cc(C)n(-c2nc3c(c(=O)[nH]c(=O)n3C)n2CC(O)COc2ccc(Cl)cc2Cl)n1 (stereo unspecified)	26.0	-2.5	3.6	-1.9	-1.2	1.8	4.9	-3.3	4.2
Cc1cc(NS(=O)(=O)c2ccc(NC(=O)Nc3cccc(C(F)(F)F)c3)cc2)no1	2.2	-1.7	8.8	-31.4	-16.4	1.1	-8.6	4.7	-1.5
Cc1nc(Cc2nnc(SCC(=O)N3c4ccccc4NC(=O)C3(C)C)o2)cs1	4.5	0.8	-0.9	nt	-1.3	nt	1.2	0.2	8.2
CCCCn1cnc2c1c(=O)[nH]c(=O)n2CCCC	8.7	6.8	0.8	-6.5	0.5	4.1	-15.3	0.5	-2.3
CCC(C(=O)NC(C)(C)C)N(C(=O)Cn1nnc(-c2ccccc2F)n1)c1cnc2ccccc2c1 (stereo unspecified)	-0.5	0.8	0.0	-1.7	-0.3	-1.3	-3.4	nt	-4.5
O=C(Nc1nncs1)c1ccc(Br)c(S(=O)(=O)N2CCCC2)c1	-6.1	-3.8	-1.0	-1.1	2.9	-1.0	-2.4	-1.6	19.6
CC(C)CCN1CCC(n2nccc2NC(=O)c2ccc3c(c2)OCO3)CC1	6.3	1.0	-6.1	7.3	0.9	-4.3	5.5	-0.9	-3.7
O=C1NC[C@H](Cc2ccccc2)N(C[C@@H]2CCCN2C[C@H](Cc2ccccc2)N2C[C@H](Cc3ccccc3)N(CC3CCCCC3)C(=O)C2=O)C1=O	nt	0.7	1.0	nt	-5.3	nt	-2.3	2.0	nt
O=C(CNC(=O)c1n[nH]c2ccccc12)Nc1ccc(F)c(F)c1F	-2.5	0.8	-1.5	-12.0	-3.4	0.9	3.7	-1.7	21.0

The list continues.
SMILES	MazF activator	FBA Mtb inh	PrPC TRFRET	Rv3671c inh	FadD28 binding	UGM FP inh	BoNT-F LC inh	BioA inh	GDH-TPI counter
COc1ccc(C(C(=O)OC(C)CN(C)C)c2ccccc2)cc1 (stereo unspecified)	-4.2	4.4	-3.1	2.3	-3.1	2.4	0.3	-0.6	-2.5
CCN(CC)CCN1C(=O)C(=O)/C(=C(/O)c2ccccc2)C1c1ccccc1F (stereo unspecified)	3.9	-1.7	-4.6	-6.6	-0.3	0.0	-5.7	-1.2	19.9
Cc1cccn2c(=O)c3cc(C(=O)N(C)C)n(C)c3nc12	8.3	48.9*	-9.2	-3.4	-0.3	-1.1	-5.3	-0.8	19.6
CC(=O)c1ccc(N2CCN(C(=S)Nc3ccccc3)CC2)cc1	19.7	1.7	8.0	3.7	-2.1	1.2	-7.5	nt	26.2
CC(=O)C1=C(O)C(=O)N(c2ccc(O)cc2)C1c1ccc(C)cc1 (stereo unspecified)	5.4	-3.8	-9.7	0.9	-5.2	1.9	-22.3	-0.1	10.4
